From PubChem BioAssay
Pol beta inh: DNA polymerase beta (human) inhibition | Pol beta primer extension/strand displacement, fluorescence kinetic | Potency, µM (doses to about 114 µM), for the others: at the top dose activity change, negative = inhibition, usual class: inhibitors | hit rate 1.3% among 340,000; also: potency is read from the fitted curve at half-maximal effect; % is scaled to controls: 0 for no effect and ±100 for the full control effect
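Human Pol beta at 10 nM; strand-displacement substrate 50 nM final. Compound exposure 15 min at room temperature before start, reaction 10 min at room temperature.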
ERG-DNA inh: blocks human ERG Ets domain binding to DNA; P11308; Potency, µM (series often up to 76.9 µM), without a hit: top-dose FP activity, negative = inhibition, hits mostly inhibitors; fluorescence polarization, His-ERG Ets domain / labelled DNA; hit rate 0.028% among 370,000; active = well fitted inhibition curve with a large enough effect in the polarisation, with a control signal flat; inconclusive = small, poorly fitted or top-dose-only effect, or effect the other way, or a change in a side signal; inactive = no such curve, though single readings can be large or run the other way; the % refers to the polarisation;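 also: polarization taken with two DNA probes labelled with fluorescein and Texas red; potency is read from the fitted curve at half-maximal effect; % of control where 0% means no effect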
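His-tagged ERG Ets domain (1 uM in the protein solution; 300mM KCl, 50mM Tris-HCl, 1mM EDTA, 1mM DTT, pH 7.5) received compound, then a probe mix of 5 nM fluorescein-DNA and 100nM Texas-615-DNA. Fluorescence polarization was read for both dyes.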
12-LOX inh: blocks human arachidonate 12S-lipoxygenase; P18054; purified 12hLO, xylenol orange hydroperoxide absorbance; Potency, µM (titrated, usually from 108 µM), for the others: at the highest dose activity change, negative = inhibition, most hits filed as inhibitors; hit rate 1.1% among 580,000; AID 1671190; also: potency is read from the fitted curve at half-maximal effect; % is scaled to controls: 0 for no effect and ±100 for the full control effect
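Purified human 12hLO (150 nM final) in 25 mM Hepes, 0.01% Triton X-100, pH 7.0 was preincubated 15 min at room temperature with compound. Then 40 uM arachidonic acid was added, 30 min. Hydroperoxide was read by Fe-XO absorbance ratio 573/405 nm.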
RGS4 inhibitor: blocks human RGS4-accelerated GTP hydrolysis; AID 504845; Potency, µM (titrated, usually from 114 µM), for the others: at the highest dose activity change, negative = inhibition, usual class: inhibitors; hit rate 0.039% among 390,000; P49798; Transcreener GDP fluorescence polarization, RGS4-accelerated GTP hydrolysis; also: potency is read from the fitted curve at half-maximal effect; % is scaled to controls: 0 for no effect and ±100 for the full control effect; nearly all actives have a fitted effect of over 75% in size; some results filed as inactive show a strong effect at the top dose
Target sequence (P49798 whole entry, looked up): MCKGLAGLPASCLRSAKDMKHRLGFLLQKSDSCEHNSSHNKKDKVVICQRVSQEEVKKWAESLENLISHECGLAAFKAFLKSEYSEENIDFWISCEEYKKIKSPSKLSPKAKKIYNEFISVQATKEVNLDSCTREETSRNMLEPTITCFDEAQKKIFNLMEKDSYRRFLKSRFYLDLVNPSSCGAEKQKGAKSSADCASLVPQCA
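MLSMR compounds (23 nl, pin-transferred) preincubated 10 min at room temperature with a 500nM (2x) first reagent, then RGS4 at 900nM (2x) plus Transcreener GDP mix added; fluorescence polarization (620/688 nm) read before and after 90 min at 30 °C.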
LDHA inh: inhibitors of human lactate dehydrogenase A; P00338; activity change, % (values are at about 110 or 230 µM); AID 1347041; purified LDHA, NADH/diaphorase-resazurin fluorescence; active compounds read low; hit rate 0.15% among 480,000; in the data active = activity change below about -30%; inconclusive = mostly about -25% to -30%;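 also: plate controls were DMSO wells for no effect and wells without enzyme for full effect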
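Enzyme activity of human lactate dehydrogenase 5 (2 nM; 0.06 mM NADH, 0.2 mM pyruvate, 5 min, RT) is measured via a resazurin/diaphorase fluorescence readout of residual NADH.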
Pol kappa inh: inhibitors of human DNA polymerase kappa. Q9UBT6. purified Pol kappa, fluorescent DNA synthesis assay, 10 min. Potency, µM (top dose mostly 107 µM), for the others: top-dose activity, negative = inhibition, hits mostly inhibitors. hit rate 0.53% among 400,000; also: potency is read from the fitted curve at half-maximal effect; % is scaled to controls: 0 for no effect and ±100 for the full control effect
Target sequence (Q9UBT6 whole entry, looked up): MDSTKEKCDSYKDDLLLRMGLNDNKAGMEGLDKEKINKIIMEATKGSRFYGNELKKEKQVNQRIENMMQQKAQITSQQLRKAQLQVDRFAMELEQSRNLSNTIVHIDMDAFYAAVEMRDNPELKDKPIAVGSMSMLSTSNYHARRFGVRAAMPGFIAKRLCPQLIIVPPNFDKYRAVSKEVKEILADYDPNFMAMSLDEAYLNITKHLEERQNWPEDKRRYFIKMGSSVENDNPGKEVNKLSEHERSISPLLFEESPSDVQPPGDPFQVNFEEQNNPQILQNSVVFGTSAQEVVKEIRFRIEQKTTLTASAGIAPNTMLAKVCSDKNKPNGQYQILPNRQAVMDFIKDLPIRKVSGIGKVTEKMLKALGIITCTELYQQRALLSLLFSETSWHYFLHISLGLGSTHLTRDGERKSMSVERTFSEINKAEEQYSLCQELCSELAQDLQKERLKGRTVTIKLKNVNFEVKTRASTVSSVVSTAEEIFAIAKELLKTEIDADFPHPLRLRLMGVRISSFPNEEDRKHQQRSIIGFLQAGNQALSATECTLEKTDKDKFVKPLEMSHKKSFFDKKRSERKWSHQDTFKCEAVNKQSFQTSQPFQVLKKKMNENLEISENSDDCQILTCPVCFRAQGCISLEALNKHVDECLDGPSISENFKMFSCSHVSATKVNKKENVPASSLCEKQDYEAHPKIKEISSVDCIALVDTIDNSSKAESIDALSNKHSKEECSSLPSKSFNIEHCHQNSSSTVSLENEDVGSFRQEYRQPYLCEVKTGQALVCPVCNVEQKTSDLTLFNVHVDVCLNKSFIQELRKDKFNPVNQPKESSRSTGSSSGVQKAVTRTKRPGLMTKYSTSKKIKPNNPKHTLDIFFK
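Kinetic fluorescence readout at 0 and 10 min followed reaction start with substrate at 50 nM final. Beforehand, enzyme (10 nM Pol kappa) stood 15 min with compound at room temperature; buffer-only wells were negative controls.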
Pol eta inh: inhibitors of human DNA polymerase eta; Potency, µM (titrated, usually from 114 µM), without a hit: top-dose activity change, negative = inhibition, hits mostly inhibitors; Q9Y253; recombinant Pol eta, fluorescent DNA replication assay; hit rate 1.2% among 390,000; also: potency is read from the fitted curve at half-maximal effect; % is scaled to controls: 0 for no effect and ±100 for the full control effect
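Pol eta at 10 nM preincubated with compounds 15 min at room temperature; reaction started with fluorescent substrate (50 nM final) and read kinetically at 0 and 10 min.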
Apoferritin bind: candidate novel general anesthetic via apoferritin binding | P02791 | apoferritin/1-aminoanthracene competitive binding, fluorescence | hit rate 0.074% among 350,000 | Potency, µM (series often up to 77.5 µM), for the others: top-dose activity change, negative = displacement, most hits filed as inhibitors; also: potency is read from the fitted curve at half-maximal effect; % is scaled to controls: 0 for no effect and ±100 for the full control effect; nearly all actives have a fitted effect of over 20% in size
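Probe: 1-aminoanthracene (50% saturated, PBS). Protein: horse-spleen apoferritin, 10 uM. Incubation: 10 min, room temperature. Detection: 380 nm excitation, 535 nm emission. Analysis: normalized response, four-parameter Hill.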
APEX1 inh: blocks human APE1 abasic DNA cleavage; P27695; recombinant APE1, TAMRA/BHQ-2 abasic DNA cleavage fluorescence; Potency, µM (doses to about 65.8 µM), inactives show top-dose activity change, negative = inhibition, most hits filed as inhibitors; hit rate 0.35% among 350,000; AID 2517;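 also: potency is read from the fitted curve at half-maximal effect; plate controls were vehicle for no effect and reference inhibitor for full effect; nearly all actives have a fitted effect of over 55% in size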
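Quantitative HTS: incision of a TAMRA/BHQ-2 double-stranded substrate bearing a tetrahydrofuran abasic site by 0.75 nM APE1 raises fluorescence. Substrate 50 nM final, added after 15 min compound preincubation at room temperature; progress as third-minus-first kinetic read difference.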
Starred values were filed as active, the others as inactive; ? = inconclusive; nt = no result given; & = joins results of further samples; [ ] = remark or other dose. Unless noted, calls follow the shape of the dose curve; as a rule, active = well fitted curve in the direction sought with a large enough effect; inconclusive = small, poorly fitted or top-dose-only effect, or another doubt; inactive = no such curve, though single readings can be large; an effect the other way counts as inactive or inconclusive. A portion of the library (hit frequency here may not be typical).

molecule	Pol beta inh	ERG-DNA inh	12-LOX inh	RGS4 inhibitor	LDHA inh	Pol kappa inh	Pol eta inh	Apoferritin bind	APEX1 inh
CCOC(=O)C1C(c2ccc(C(=O)O)cc2)NC(=O)NC1(O)C(F)(F)F (centres undefined)	-4%	11%	-4%	21%	2	-6%	2%	3%	11%[12.4 µM]
CCN(CC)S(=O)(=O)c1cccc(C(=O)Oc2cccnc2)c1	-15%	-6%	-5%	3%	2	-25%	4%	-5%	0%
CC(C)CC(=O)NC(=S)Nc1ccc(N2CCOCC2)c(Cl)c1	-23%	10%	?	-23%	-2	2%	-12%	-21%	0%
COC(=O)c1ccc2c(=O)n(Cc3ccco3)c(SCC(=O)Nc3cc(C)on3)nc2c1	4%	8%	-20%	2%	-6	0%	1%	-14%	4%
CCOCCCNC(=O)C(NC(=O)Cc1cccs1)c1ccc(Cl)cc1 (centres undefined)	71%	-10%	0%	13%	-8	2%	6%	-3%	-1%
CCc1cccc(NC2c3ccccc3C(=O)N2c2cccnc2)c1 (centres undefined)	-28%	-11%	3%	18%	-10	-5%	-18%	-7%	0%
O=C(CNCC1CCCO1)N1CCCCCC1 (centres undefined)	-22%	-5%	-20%	-14%	-17	1%	-17%	-3%	1%
CCCCN(CCCNC(=O)Cn1ncc2ccsc2c1=O)Cc1ccccc1	26%	2%	-3%	20%	-10	9%[60.1 µM]	11%	-7%	?
COCCn1nnnc1CN1CCC(Cc2ccccc2)CC1	-15%	nt	-20%	28%	0	-13%	-3%	0%	6%
COc1ccc(NC(=O)CN(C)S(=O)(=O)c2cccs2)cc1	39%	-2%	0%	12%	-3	-3%	-16%	-10%	2%
COc1ccc(NC(=O)c2ccccn2)cc1OC	-23%	-3%	-12%	-1%	5	7%	-14%	-16%	2%
CCOc1ccc(-c2cc(C(=O)Nc3ccc4c(c3)OCCO4)c3ccccc3n2)cc1	23%	9%	11%	-11%	-3	5%	-20%	-12%	13%
Cc1ccc(-c2cc(C(=O)N3CCOCC3)c3cc(C)ccc3n2)cc1	18%	9%	-4%&-12%	-8%	-8&14	5%	-6%	-15%	11%
CCC(=O)c1ccc(OCC(=O)N(CC)CC(=O)Nc2ccccc2OC)cc1	nt	0%	1%	-16%	-6	-2%	-13%	nt	5%
CCOC(=S)SCc1cn2ccc(C)cc2n1	15%	3%	-19%	-14%	-12	-10%	0%	-6%	-6%
O=C(NNC(=O)c1ccc(-c2ccccc2)cc1)c1ccccc1	-5%[57.1 µM]	8%	-7%	-13%	-10	-36%	?	-7%	-9%
CCCNC(=O)c1cc2c(C(F)(F)F)nn(C)c2s1	4%	-7%	0%	15%	-3	-3%	-8%	-14%	-4%
COc1ccccc1N1C(=O)c2ccc(C(=O)Nc3cccc(C(C)=O)c3)cc2C1=O	6%	12%	146%[activator]	-39%	-3	-5%	-23%	-16%	44%
CCCOc1ccccc1OCC(=O)Nc1ccc(S(=O)(=O)N2CCCCC2)cc1	nt	-22%	-18%	-19%	-7	-19%	-12%	nt	-23%
COc1ccc(NC(=O)C2CC(c3cccc(Br)c3)=NO2)cc1OC (centres undefined)	2%	-1%	-87%	-39%	0	2%	-17%	-12%	0%
O=c1c(Cl)c(NCCO)cnn1-c1cccc(Cl)c1	-9%	-6%	10%	24%	-5	-6%	-5%	-2%	6%
CCCS(=O)(=O)N1CCCC(C(=O)Oc2ccc(C)c(C)c2)C1 (centres undefined)	?	-13%	0%	3%	-6	-13%	?	?	29%
COc1ccc(N(Cc2ccccc2)S(=O)(=O)c2cccc(C(=O)O)c2)cc1	23%	-7%	-14%	9%	-7	-1%	-8%	6%	-2%
COc1ccc(NC(=O)[C@@H]2CCCN2C(=O)[C@@H]2Cc3ccccc3CN2C(=O)OC(C)(C)C)cc1	24%	0%	-1%	3%	2	0%	-14%	-22%	74%[activator]
O=C(/C=C/Nc1ccccc1)c1cnc(-c2ccccc2)s1	6%	8%	0%	25%	0	-13%	-23%	-12%	-1%
COCCCNc1nc2nonc2nc1N1CCN(Cc2cccc(C)c2)CC1	17%	-11%	-1%	20%	-1	-20%	-4%	-9%	0%
CCOC(=O)c1ccc(NC(=O)N2CCOCC2)cc1	9%	-3%	26%	10%	-11	-3%	-3%	-1%	14%
CCOC(=O)N1CCN(S(=O)(=O)c2ccc(C(=O)Nc3sc4c(c3C(=O)OC)CCN(C)C4)cc2)CC1	-8%	-2%	?	-3%	-4	-9%	-8%	-19%	5%
Cc1ccc(NC(=O)CN2CCCCCC2)cc1[N+](=O)[O-]	0%	3%	5%	8%	-5	-2%	-22%	-14%	-3%
CC1CCN(C(c2ccc(N(C)C)cc2)c2nnnn2Cc2ccccc2)CC1 (centres undefined)	22%	1%	0%	5%	-2	-6%	-19%	-13%	-3%
CN(Cc1c(F)cccc1Cl)C(=O)c1cc2ccccc2o1	-5%	6%	-14%	3%[56.9 µM]	-8	-24%	-15%	?	-8%
Cc1ccc(-c2csc(NC(=O)CSC3=NCCS3)n2)cc1	-10%	6%	0%	-5%	0	-10%	-10%	-18%	-10%
Cc1cc(-c2ccccc2)nc(=O)[nH]1	0%	-11%	?	-10%	-3	0%	7%	-10%	0%
Cn1c(-c2ccc3c(c2)OCO3)cc(=O)c2ccccc21	3%	-1%	-19%	7%	-15	1%	-16%	-14%	-4%
CCCCCn1c(=N)c(S(=O)(=O)c2ccc(Br)cc2)cc2c(=O)n3cccc(C)c3nc21	3%	7%	6%	-3%	-6	5%	-23%	-5%	10%
COCCNC(=O)C1CC(=O)N(C2CCCCC2)C1 (centres undefined)	11%	-6%	195%[activator]	-3%	-11	1%	3%	-8%	-3%
Cc1cc(OCC(=O)NCc2ccccn2)c2c(C)c(C)c(=O)oc2c1	13%	-11%	1%	6%[11.4 µM]	-5	-28%	9%	-2%	2%
Cc1cc(C)n(-c2ccc(C(=O)Nc3nnc(C)s3)cc2)n1	26%	3%	12%	2%	-2	-21%	2%	-14%	17%
O=C(/C=C/c1ccccc1)Nc1nc2n(n1)C(c1ccc(F)cc1)C=C(c1ccccc1)N2 (centres undefined)	-11%	-2%	-1%	21%	-17	-24%	-10%	-5%	nt
CCCn1c(N)c(N(CCOC)C(=O)/C=C/c2cccc(Cl)c2)c(=O)[nH]c1=O	28%	7%	-26%	-6%	-10	-5%	-14%	-4%	1%
CN(C)c1cccc(C(=O)N2CCC(c3ccncc3)CC2)c1	-7%	1%	-19%	6%	-3	-6%[60.1 µM]	-2%	-6%	nt
C[n+]1ccn(CC(=O)c2cc(C(C)(C)C)c(O)c(C(C)(C)C)c2)c1	53%	-3%	-20%	-1%	2	6%	-11%	-1%	3%
O=C(NCCCN1CCCCC1)C1(S(=O)(=O)c2ccc(Cl)cc2)CC1	4%	10%	-12%	10%	-8	-4%	-15%	-2%	-3%
c1ccc(-c2cc(-c3ccccc3)[nH]n2)cc1	?	-16%	4%	38%	-6	2%	-10%	8%	7%
CCCc1cc(=O)[nH]c(SCC(=O)Nc2nc3ccc(OCC)cc3s2)n1	?	0%	-2%	-16%[56.9 µM]	-11	-28%	-3%	-2%	-7%
CNS(=O)(=O)c1cc(NC(=O)c2cnc(SC)n2-c2ccccc2)ccc1C	30%	7%	-12%	-2%	-4	1%	-16%	-10%	-1%
CN1C(=O)c2ccccc2C(C(=O)O)C1c1cccc(F)c1 (centres undefined)	19%	-3%	7%	-9%[11.4 µM]	-10	-9%	-14%	-2%	6%
O=C(Nc1ccc(OC(F)(F)F)cc1)C1CCCN(C(=O)c2ccc(Cl)cc2)C1 (centres undefined)	nt	-2%	244%[activator]	15%	0	-3%	-29%	nt	5%
CC(C)c1ccc(NC2CCCN(C(=O)c3ccc(Cn4cnnn4)cc3)C2)cc1 (centres undefined)	-24%	6%	-1%	-14%[56.9 µM]	-1	3%	-9%	-12%	20%
Fc1ccccc1N1CCN(CC2CC3C=CC2C3)CC1 (centres undefined)	5%	nt	?	2%	-7	-5%	2%	-5%	3%

(further entries)
molecule	Pol beta inh	ERG-DNA inh	12-LOX inh	RGS4 inhibitor	LDHA inh	Pol kappa inh	Pol eta inh	Apoferritin bind	APEX1 inh
COc1ccccc1N(CC(=O)Nc1ccccc1C)S(C)(=O)=O	22%	nt	-4%	13%	-5	-16%	1%	-8%	0%
COc1ccc(C(CNC(=O)c2ccc(Cl)c(NC(=O)c3cccs3)c2)N2CCCC2)cc1 (centres undefined)	nt	5%	-14%	17%	-4	-3%	-21%	nt	7%
CCCC(=O)Nc1ccc(Nc2ccccc2)cc1	13%	3%	-8%	-21%	-10	-17%	-2%	?	6%
Cc1cc(-c2ccc(S(=O)(=O)Nc3cccc(C(F)(F)F)c3)s2)on1	3%	-7%	-31%	-8%	-6	-20%	-8%	-9%	nt
O=C(Nc1nnc(S(=O)(=O)N2CCCCCC2)s1)c1ccccc1	7%&-18%	6%&-1%	1%[57.4 µM]	9%&32%	-4&-7	-17%&-14%	1%&-8%	-13%&-11%	7%
